Source: PubChem BioAssay (several laboratories)
FLuc inh counter: inhibits firefly luciferase, flagging false hits in luciferase inhibition screens | P08659 | ATPLite firefly luciferase biochemical luminescence, 10 min | inhibition, % at 10 µM | 200,000 tested, 1.5% active | AID 1006;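 active means inhibition above about 50% when tested at 10 µM, limit read from the data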
Target sequence (P08659 whole entry, looked up): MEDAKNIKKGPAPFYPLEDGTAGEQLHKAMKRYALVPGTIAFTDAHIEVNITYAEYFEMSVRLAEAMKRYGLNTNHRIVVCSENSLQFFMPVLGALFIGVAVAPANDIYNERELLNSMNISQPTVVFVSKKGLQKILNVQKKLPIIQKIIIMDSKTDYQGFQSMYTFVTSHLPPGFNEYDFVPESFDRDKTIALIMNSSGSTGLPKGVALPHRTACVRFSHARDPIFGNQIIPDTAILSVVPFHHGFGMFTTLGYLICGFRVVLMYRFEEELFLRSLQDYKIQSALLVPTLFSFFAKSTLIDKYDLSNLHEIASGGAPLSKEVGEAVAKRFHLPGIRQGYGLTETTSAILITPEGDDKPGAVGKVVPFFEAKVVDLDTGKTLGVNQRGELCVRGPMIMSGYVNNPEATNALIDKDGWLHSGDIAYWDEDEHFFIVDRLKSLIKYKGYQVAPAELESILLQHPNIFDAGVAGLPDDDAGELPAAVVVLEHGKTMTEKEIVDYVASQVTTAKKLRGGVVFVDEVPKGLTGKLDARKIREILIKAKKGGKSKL
TNAP inh hi DEA: TNAP (human) inhibition, high acceptor; P05186; purified TNAP, CDP-star luminescence, 1 M DEA; inhibition, % at 20 µM; 200,000 tested, 0.03% active;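 active means over 50% inhibition of tissue-nonspecific alkaline phosphatase at 20 µM in the single-dose screen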;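 further: plate controls were DMSO wells for no effect and EDTA-quenched wells as full inhibition for full effect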
Target sequence (P05186 whole entry, looked up): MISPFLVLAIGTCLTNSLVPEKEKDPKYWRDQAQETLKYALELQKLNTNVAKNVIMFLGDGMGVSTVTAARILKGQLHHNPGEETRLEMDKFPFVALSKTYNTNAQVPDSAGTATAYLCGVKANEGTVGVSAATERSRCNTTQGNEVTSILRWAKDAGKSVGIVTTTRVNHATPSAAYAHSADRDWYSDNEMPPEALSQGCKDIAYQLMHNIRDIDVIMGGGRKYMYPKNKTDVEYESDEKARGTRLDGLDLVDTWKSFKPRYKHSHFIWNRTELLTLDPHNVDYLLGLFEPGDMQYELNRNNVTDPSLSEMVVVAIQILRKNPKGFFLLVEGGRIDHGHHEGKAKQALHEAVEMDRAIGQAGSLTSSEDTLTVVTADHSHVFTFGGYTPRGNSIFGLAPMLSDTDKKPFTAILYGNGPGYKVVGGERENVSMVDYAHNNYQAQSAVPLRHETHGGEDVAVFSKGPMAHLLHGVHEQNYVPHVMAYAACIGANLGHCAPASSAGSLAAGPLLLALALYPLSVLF
RAM inhibit: inhibitors of the yeast RAM network. S. cerevisiae dse1pr::URA3 reporter, 5-FOA growth OD615, 2 d; analog-sensitive cbk1-as2 kinase mutant strain. inhibition, % at 50 µM. 190,000 tested, 1.8% active;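 active means inhibition above a set limit, 3 SD over mean compound inhibition, cut at about 8.4% in these data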;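 further: 0% = DMSO-only wells with no growth and 100% = 10 µM 1-NA-PP1 full growth; inhibition rescues growth on 5-FOA so higher OD means more RAM inhibition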
bIAP activator: increases bovine intestinal alkaline phosphatase activity; 200,000 tested, 0.17% active; activation factor at 20 µM; purified bovine IAP, CDP-star luminescence, 30 min; hits give high values; fold of DMSO-control signal, blank-subtracted; AID 1016;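 active means activation factor of 2 or more at 20 µM, a signal rise over negative controls twice the positive control's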
FLuc act counter: affects firefly luciferase, flagging false hits in luciferase stimulation screens | 200,000 tested, under 10 active | ATPlite luciferase biochemical, luminescence, 10 min; 0 = ATP-free wells, 1 = DMSO control | activation factor at 10 µM | P08659;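 active means luciferase activation factor, scaled between plate controls, of at least 2 with compound at 10 µM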
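Assay system: Luciferase/luciferin detection reagent, cell-free biochemical luciferase assay / Read-out: luciferase activation / Benchmarks: No-ATP low control, compound-free enzyme-plus-ATP high control / Medium: PBS buffer for ATP / Detection: luminescence measurement of luciferase light output / Schedule: 10 min at ambient temperature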
TNAP act hiacc: activators of human TNAP at high phosphate acceptor concentration. activation factor at 20 µM. 200,000 tested, under 10 active. purified TNAP, CDP-star luminescence, 1 M DEA, 30 min; hits give high values; 0 = EDTA background, 1 = DMSO-only activity. AID 1136. P05186;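 active means activation factor at least 2 at 20 µM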
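system = human TNAP | amount = enzyme diluted 1/800 final | reagent = 100 µM CDP-star substrate | signal = luminescent substrate turnover signal | dosing = one dose, 20 µM | benchmarks = EDTA negative control, DMSO positive control | measure = activation factor | timing = 30 min reaction, room temperature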
APP transl inh: APP translation inhibition | SH-SY5Y APP 5'UTR-luciferase reporter, luminescence | inhibition, % at 2 µM | 190,000 tested, 0.82% active;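 active means inhibition above a set limit, derived from the sample mean plus 3 SD, cut at about 45% in these data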; further: values of inactives mirror those of a sister screen read the other way
L major viab: reduces viability of Leishmania major promastigotes | inhibition, % at 10 µM | AID 1063 | 200,000 tested, 9% active | resazurin fluorescence viability; in the data active means inhibition above about 50%;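 further: promastigotes grown with compound for 44 hours at 28 °C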
bIAP inhibitor: blocks bovine intestinal alkaline phosphatase activity | purified bovine IAP, CDP-star luminescence, 30 min | inhibition, % at 20 µM | 190,000 tested, under 10 active | AID 1019;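 active means over 50% inhibition of intestinal alkaline phosphatase at 20 µM in the single-dose screen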
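Assay system – bovine IAP enzyme · Quantity – bovine IAP at 1/65,000,000 final dilution · Detection – CDP-star luminescence signal · Times – 30 min reaction at room temperature · Also added – CDP-star substrate at 30 µM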
TNAP inh noacc: TNAP (human) inhibition, acceptor-free conditions | P05186 | purified TNAP, CDP-star luminescence, 30 min | inhibition, % at 20 µM | 200,000 tested, 0.26% active | AID 1012;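 active means tissue-nonspecific alkaline phosphatase inhibition above about 50% at 20 µM in the single-dose screen, limit read from the data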;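 further: 0% = DMSO negative control and 100% = EDTA positive control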
Active calls of the source: *. Random draw from the library; 13% or so of the library scored in one or more.

What do the screens show for `CC(C)(C)NC(=S)Nc1ccc(Nc2ccccc2)cc1`?
FLuc inh counter: -7; TNAP inh hi DEA: -2; RAM inhibit: 4.2; bIAP activator: 0.8; FLuc act counter: 1.1; TNAP act hiacc: 1; APP transl inh: -9; L major viab: 61*; bIAP inhibitor: 19; TNAP inh noacc: 9

How did Cc1ccc(OCC(=O)Nc2ccc(N3CCOCC3)cc2)cc1 do in these assays?
FLuc inh counter: -3; TNAP inh hi DEA: -7; RAM inhibit: 3.8; bIAP activator: 0.9; FLuc act counter: 1; TNAP act hiacc: 1.1; APP transl inh: -17; L major viab: 2; bIAP inhibitor: 7; TNAP inh noacc: -20

Results for CC(O)CNCCOc1ccccc1-c1ccccc1 (stereo not given) ?
FLuc inh counter: -1; TNAP inh hi DEA: -4; RAM inhibit: -0.9; bIAP activator: 1.1; FLuc act counter: 1; TNAP act hiacc: 1; APP transl inh: 3; L major viab: -2; bIAP inhibitor: -15; TNAP inh noacc: -10

How did CC(C)C(c1nnnn1C1CCCCC1)N1CCc2ccccc2C1 (stereo not given) do in these assays?
FLuc inh counter: -4; TNAP inh hi DEA: 3; RAM inhibit: 0.0; bIAP activator: 1; FLuc act counter: 1; TNAP act hiacc: 1; APP transl inh: -5; L major viab: 67*; bIAP inhibitor: 3; TNAP inh noacc: 26

How did CCCNC(=O)NC(=O)CSc1nnc(C)n1N do in these assays?
FLuc inh counter: -6; TNAP inh hi DEA: -4; RAM inhibit: 0.9; bIAP activator: 0.9; FLuc act counter: 1.1; TNAP act hiacc: 1; APP transl inh: 2; L major viab: -1; bIAP inhibitor: 15; TNAP inh noacc: -13

How did COc1cc2c(cc1OC)CN(C(=O)c1cc3ccccc3oc1=O)CC2 do in these assays?
FLuc inh counter: -4; TNAP inh hi DEA: -9; RAM inhibit: 4.3; bIAP activator: 0.9; FLuc act counter: 1; TNAP act hiacc: 1.1; APP transl inh: 11; L major viab: -2; bIAP inhibitor: 11; TNAP inh noacc: -19

How did CCC(/C=N/NC(=O)C(N)=O)CC do in these assays?
FLuc inh counter: -6; TNAP inh hi DEA: -1; RAM inhibit: 0.4; bIAP activator: 0.9; FLuc act counter: 1.1; TNAP act hiacc: 1; APP transl inh: 6; L major viab: 2; bIAP inhibitor: 6; TNAP inh noacc: -4

What do the screens show for `Nc1ccc(C(=O)O)cc1[N+](=O)[O-]`?
FLuc inh counter: -5; TNAP inh hi DEA: -3; RAM inhibit: 1.5; bIAP activator: 1; FLuc act counter: 1.1; TNAP act hiacc: 1; APP transl inh: -10; L major viab: -10; bIAP inhibitor: 0; TNAP inh noacc: -10

What do the screens show for `S=C(NCCCn1ccnc1)Nc1cccc(Cl)c1`?
FLuc inh counter: -6; TNAP inh hi DEA: 0; RAM inhibit: 2.3; bIAP activator: 0.8; FLuc act counter: 1.1; TNAP act hiacc: 1; APP transl inh: -6; L major viab: 13; bIAP inhibitor: 18; TNAP inh noacc: -2

How did CC(=O)c1ccc(NC(=O)Cn2nc(C)c([N+](=O)[O-])c2C)cc1 do in these assays?
FLuc inh counter: -6; TNAP inh hi DEA: -3; RAM inhibit: 2.6; bIAP activator: 0.9; FLuc act counter: 1.1; TNAP act hiacc: 1; APP transl inh: 0; L major viab: 17; bIAP inhibitor: 6; TNAP inh noacc: -13

How did COc1ccc(CCN2C(=O)C3CC=C(C)CC3C2=O)cc1OC (stereo not given) do in these assays?
FLuc inh counter: -4; TNAP inh hi DEA: 2; RAM inhibit: 0.9; bIAP activator: 0.9; FLuc act counter: 1; TNAP act hiacc: 1; APP transl inh: -46; L major viab: 6; bIAP inhibitor: 11; TNAP inh noacc: -3

Results for COCCCNC(=O)c1ccc2c(=O)n(C3CCCC3)c(=S)[nH]c2c1 ?
FLuc inh counter: -1; TNAP inh hi DEA: -4; RAM inhibit: 7.1; bIAP activator: 1; FLuc act counter: 1; TNAP act hiacc: 1; APP transl inh: 13; L major viab: 16; bIAP inhibitor: -2; TNAP inh noacc: -4

How did CCC1Oc2ccc(C)cc2N(CC(=O)NCc2cc(OC)ccc2OC)C1=O (stereo not given) do in these assays?
FLuc inh counter: 0; TNAP inh hi DEA: 2; RAM inhibit: 3.5; bIAP activator: 0.9; FLuc act counter: 1; TNAP act hiacc: 1; APP transl inh: -2; L major viab: -10; bIAP inhibitor: 7; TNAP inh noacc: -2

How did CC[C@@H]1C=C(C)C[C@H](C)C[C@H](OC)[C@H]2O[C@@](O)(C(=O)C(=O)N3CCCC[C@H]3C(=O)O[C@H](/C(C)=C/[C@@H]3CC[C@@H](O)[C@H](OC)C3)[C@H](C)[C@@H](O)CC1=O)[C@H](C)C[C@@H]2OC do in these assays?
FLuc inh counter: 1; TNAP inh hi DEA: 8; RAM inhibit: -0.4; bIAP activator: 1; FLuc act counter: 1; TNAP act hiacc: 0.9; APP transl inh: -8; L major viab: 90*; bIAP inhibitor: -2; TNAP inh noacc: 4

What do the screens show for `S=C(Nc1ccc2c(c1)OCO2)NC1CCN(Cc2ccccc2)CC1`?
FLuc inh counter: -1; TNAP inh hi DEA: 0; RAM inhibit: 0.7; bIAP activator: 0.9; FLuc act counter: 1; TNAP act hiacc: 1; APP transl inh: -10; L major viab: 97*; bIAP inhibitor: 6; TNAP inh noacc: -3

How did O=C(CSc1ccccn1)N1CCN(c2ccccc2)CC1 do in these assays?
FLuc inh counter: -5; TNAP inh hi DEA: -3; RAM inhibit: -0.5; bIAP activator: 1; FLuc act counter: 1.1; TNAP act hiacc: 1; APP transl inh: -15; L major viab: 1; bIAP inhibitor: 1; TNAP inh noacc: -11

How did Cc1oc(/N=C/c2ccc(O)cc2O)c(C#N)c1C do in these assays?
FLuc inh counter: 21; TNAP inh hi DEA: 32; RAM inhibit: 1.1; bIAP activator: 1; FLuc act counter: 0.8; TNAP act hiacc: 0.7; APP transl inh: -3; L major viab: -6; bIAP inhibitor: 4; TNAP inh noacc: 24

How did C=CCn1c(CNC(=O)c2ccco2)nnc1SCC(=O)c1ccccc1 do in these assays?
FLuc inh counter: 8; TNAP inh hi DEA: 1; RAM inhibit: 1.2; bIAP activator: 1; FLuc act counter: 0.9; TNAP act hiacc: 1; APP transl inh: 10; L major viab: -6; bIAP inhibitor: 4; TNAP inh noacc: -5

What do the screens show for `O=C1ON=C(c2cccc([N+](=O)[O-])c2)/C1=C/c1ccc(O)cc1`?
FLuc inh counter: -5; TNAP inh hi DEA: 8; RAM inhibit: -0.9; bIAP activator: 1.2; FLuc act counter: 1.1; TNAP act hiacc: 0.9; APP transl inh: 11; L major viab: 38; bIAP inhibitor: -16; TNAP inh noacc: 33

What do the screens show for `CC(C)CC1NC(=O)N(CC(=O)N2CCN(S(=O)(=O)c3ccc(Cl)cc3)CC2)C1=O` (stereo not given)?
FLuc inh counter: -6; TNAP inh hi DEA: -2; RAM inhibit: 1.9; bIAP activator: 0.9; FLuc act counter: 1.1; TNAP act hiacc: 1; APP transl inh: 10; L major viab: -2; bIAP inhibitor: 7; TNAP inh noacc: -13

Of the compounds above, these contain a nitro group on carbon:
What do the screens show for `Nc1ccc(C(=O)O)cc1[N+](=O)[O-]`?
FLuc inh counter: -5; TNAP inh hi DEA: -3; RAM inhibit: 1.5; bIAP activator: 1; FLuc act counter: 1.1; TNAP act hiacc: 1; APP transl inh: -10; L major viab: -10; bIAP inhibitor: 0; TNAP inh noacc: -10

How did CC(=O)c1ccc(NC(=O)Cn2nc(C)c([N+](=O)[O-])c2C)cc1 do in these assays?
FLuc inh counter: -6; TNAP inh hi DEA: -3; RAM inhibit: 2.6; bIAP activator: 0.9; FLuc act counter: 1.1; TNAP act hiacc: 1; APP transl inh: 0; L major viab: 17; bIAP inhibitor: 6; TNAP inh noacc: -13

What do the screens show for `O=C1ON=C(c2cccc([N+](=O)[O-])c2)/C1=C/c1ccc(O)cc1`?
FLuc inh counter: -5; TNAP inh hi DEA: 8; RAM inhibit: -0.9; bIAP activator: 1.2; FLuc act counter: 1.1; TNAP act hiacc: 0.9; APP transl inh: 11; L major viab: 38; bIAP inhibitor: -16; TNAP inh noacc: 33

Remaining list, next part
Results for CC(=O)c1ccc(NC(=O)c2cc(CC(C)C)on2)cc1 ?
FLuc inh counter: 1; TNAP inh hi DEA: -1; RAM inhibit: 6.0; bIAP activator: 0.9; FLuc act counter: 1; TNAP act hiacc: 1; APP transl inh: -12; L major viab: -8; bIAP inhibitor: 10; TNAP inh noacc: -14

How did O=c1c2ccccc2nc(SCc2ccncc2)n1CC1CCCO1 (stereo not given) do in these assays?
FLuc inh counter: -2; TNAP inh hi DEA: -3; RAM inhibit: 2.1; bIAP activator: 1; FLuc act counter: 1; TNAP act hiacc: 1; APP transl inh: 13; L major viab: 6; bIAP inhibitor: 1; TNAP inh noacc: -14

What do the screens show for `COc1ccccc1NS(=O)(=O)c1cccc(NC(=O)c2cc3ccccc3oc2=O)c1`?
FLuc inh counter: 7; TNAP inh hi DEA: -1; RAM inhibit: 1.5; bIAP activator: 1; FLuc act counter: 0.9; TNAP act hiacc: 1; APP transl inh: -97; L major viab: 0; bIAP inhibitor: 3; TNAP inh noacc: -5

How did Cc1nn(CC(=O)OCC(=O)Nc2ccccc2[N+](=O)[O-])c(C)c1[N+](=O)[O-] do in these assays?
FLuc inh counter: -4; TNAP inh hi DEA: -4; RAM inhibit: -0.1; bIAP activator: 1.2; FLuc act counter: 1; TNAP act hiacc: 1; APP transl inh: 1; L major viab: 65*; bIAP inhibitor: -18; TNAP inh noacc: -8

Results for N#C/C(=C\c1cccnc1)C(=O)Nc1ccc(C(=O)O)cc1 ?
FLuc inh counter: -11; TNAP inh hi DEA: -8; RAM inhibit: 2.2; bIAP activator: 1; FLuc act counter: 1.1; TNAP act hiacc: 1.1; APP transl inh: 11; L major viab: -7; bIAP inhibitor: 1; TNAP inh noacc: -7

How did Cn1nnnc1SCCNCc1cccc2ccccc12 do in these assays?
FLuc inh counter: -5; TNAP inh hi DEA: -4; RAM inhibit: 2.8; bIAP activator: 1; FLuc act counter: 1.1; TNAP act hiacc: 1; APP transl inh: 7; L major viab: -3; bIAP inhibitor: 0; TNAP inh noacc: 9

How did C[C@]12CCC(=O)C=C1CC[C@@H]1[C@@H]2C(=O)C[C@@]2(C)[C@H]1CC[C@]2(O)C(=O)CO do in these assays?
FLuc inh counter: -5; TNAP inh hi DEA: -2; RAM inhibit: 0.8; bIAP activator: 0.9; FLuc act counter: 1.1; TNAP act hiacc: 1; APP transl inh: -23; L major viab: -4; bIAP inhibitor: 6; TNAP inh noacc: -8

Results for CC(C)CC(NC(=O)C(CC(C)C)NC(=O)C(Cc1ccc(OCc2ccccc2)cc1)NC(=O)OC(C)(C)C)C(N)=O (stereo not given) ?
FLuc inh counter: -4; TNAP inh hi DEA: -10; RAM inhibit: 3.8; bIAP activator: 0.9; FLuc act counter: 1; TNAP act hiacc: 1.1; APP transl inh: -10; L major viab: 2; bIAP inhibitor: 9; TNAP inh noacc: -28
